# Compound activity: PubChem, NCI
# Growth percent in the NCI-60 one-dose screen (48 h, 10 µM unless noted): 100 = growth as untreated, 0 = no growth, -100 = all killed.
# HCT-116: HCT-116 colon cancer; hit rate 7.3% among 82,000
# HCT-15: HCT-15 colon cancer; hit rate 5.2% among 82,000
# KM12: KM12 colon cancer cells; AID 1794800; hit rate 5% among 82,000
# HT29: HT29 colon cancer; hit rate 7.4% among 81,000
# HCC-2998: HCC-2998 colon cancer. hit rate 4.7% among 79,000
# SNB-75: SNB-75 CNS cancer; AID 1794750; hit rate 5% among 79,000
# SW-620: SW-620 colon cancer | hit rate 5.2% among 82,000
# COLO 205: COLO 205 colon cancer | AID 1794742 | hit rate 7.3% among 79,000
# SNB-19: SNB-19 CNS cancer cells. hit rate 2.5% among 81,000. AID 1794751
# * marks the source's active call; other numbers are inactive results; . = not tested or not shown; & = joins results of further samples. Rule for the calls: active = growth percent below 10; inactive = the rest.
SMILES,HCT-116,HCT-15,KM12,HT29,HCC-2998,SNB-75,SW-620,COLO 205,SNB-19
C/C(=C\CCc1ccoc1)CC/C=C(\C)CCCN1CCC(CO)CC1,31,26,45,6.5*,47,36,18,-21*,76
c1ccc2[nH]c(-c3cc(-c4ccc5c(c4)OCO5)n[nH]3)nc2c1,52,57,28,67,81,34,61,70,68
Nc1ccc(S(=O)(=O)Nc2cnccn2)cc1,89,95,97,96,96,90,96,101,99
CC1COc2c(N3CCN(C)CC3)c(F)cc3c(=O)c(C(=O)NNC(=S)Nc4ccc(Cl)cc4Cl)cn1c23 (centres undefined),105,97,102,111,112,103,107,111,108
CC1(c2ccccc2)C(C#N)C(=O)NC(=O)C1C#N (centres undefined),100,107,105,106,98,112,120,105,102
CCCCNC1=CC(=O)C(NCCCC)=CC1=O,102,107,100,91,112,99,100,114,109
Cc1ccc(-n2cc(-c3ccccc3)c3c2N=CN2CCN=C32)cc1,90,103,100,101,105,63,98,119,94
COc1cc(Sc2nc3ccccc3o2)cc(OC)c1OC,101,92,87,94,93,82,98,110,97
O=C(Nc1cccc2ccccc12)N(c1ccccc1)c1ccccc1,103,101,103,101,109,95,101,121,103
Cc1c(C(=O)N=Nc2c(O)[nH]c3ccc(Br)cc23)oc2ccccc12,68,91,80,94,110,.,89,121,72
Clc1cc(-c2ccccc2)nc(Cl)n1,92,100,103,98,84,91,111,107,100
OCc1ccccc1O,99&99,107&90,110&102,104&107,96&100,103&100,112&100,109&132,106&104
Cc1cc(C(C)C)c(C)cc1C(C)C,99,102,114,101,101,96,116,99,102
N#Cc1ccccc1-c1ccc(CN2C(=O)S/C(=C\c3ccc(F)cc3)C2=O)cc1,100,103,108,103,111,96,95,115,100
O=c1c2ccccc2oc2ccc(OCCCCCN3CCCCC3)cc12,69,54,83,15,92,111,91,71,87
COC1=CC(c2ccc[nH]2)=N/C1=C\c1[nH]c(C)c(C(=O)CCCCC(=O)NCc2ccccc2)c1C,-83*,-20*,-25*,-49*,58,22,-97*,55,77
CC1Cc2c(NCc3ccccc3)ncnc2N2CCCc3cccc1c32 (centres undefined),69,80,89,84,111,91,90,124,104
COc1ccc(-c2cn(-c3ccc(Cl)cc3)c(=S)[nH]2)cc1OC,32,63,70,44,79,111,114,44,91
N#Cc1ccccc1-c1ccc(Cn2nnnc2-c2ccn(-c3ccc(Cl)cc3)n2)cc1,60,89,82,60,81,69,.,96,84
CCCCCCCCCCCCN1C(C)=CS/C1=C\C=C\c1scc(C)[n+]1CCCCCCCCCCCC,18,57,15,11,28,34,31,8.9*,40
CC(=O)O[C@]1(C)CC[C@H]2[C@H](CNCCc3ccccc3F)C(=O)O[C@@H]2C2=C(C)C(=O)C[C@H]21,93,79,.,106,108,69,87,111,86
CC(C)(C)CC(C)(C)Nc1c(-c2ccc(-c3ccccc3)cc2)nc2ccccn12,78,67,82,61,79,100,95,94,84
CCOP1(=O)OCCN(C)c2oc(-c3ccc([N+](=O)[O-])cc3)nc21 (centres undefined),106,104,105,112,108,83,94,107,95
COc1ccccc1N1CCN(C2=NN=C(c3cccc(Cl)c3)c3ccccc3C2)CC1,8.0*,16,6.2*,-3.5*,8.1*,20,21,-39*,41
CNC(=O)c1ccccc1C1(O)c2ccccc2CCc2ccccc21,101,97,98,97,102,73,102,117,93
# More structures follow:
SMILES,HCT-116,HCT-15,KM12,HT29,HCC-2998,SNB-75,SW-620,COLO 205,SNB-19
O=C(N/N=C/c1ccccc1)c1cnc2n(c1=O)CCCCC2,112,101,111,109,107,78,99,110,93
Oc1ccc(Cl)cc1-c1cc(-c2ccc(Cl)cc2)n[nH]1,44,25,30,103,22,59,81,74,81
CC(=O)Cc1nc2ccccc2[nH]1,106,114,109,83,102,86,102,121,107
CC(=O)Oc1cccc(C)c1[N+](=O)[O-],96,97,105,106,.,97,105,104,96
N#Cc1c(-c2ccc(Cl)cc2)nc(SCc2ccc(F)cc2)nc1N1CCOCC1,87,92,98,94,106,115,97,122,88
CN(C)C(C(N)=O)c1ccccc1 (centres undefined),96,111,106,103,108,81,105,117,110
N#Cc1c(N=Cc2ccc(N3CCOCC3)cc2)oc(-c2ccccc2)c1-c1ccccc1,102,101,102,110,107,75,101,116,102
CC1(C)CC(OCCCC[P+](c2ccccc2)(c2ccccc2)c2ccccc2)CC(C)(C)N1O,12,9.5*,-52*,11,.,-3.2*,2.7*,-55*,3.9*
Nc1cc(Cl)ccc1S,98,107,100,102,96,78,105,103,108
O=S(=O)(O)c1cc(I)c(O)c2ncccc12,102,102,113,94,105,105,111,100,105
Cc1cc(C#Cc2ccc(C(C)(C)C)cc2)ccc1-n1c(/C=C/c2ccc3[nH]ccc3c2)nc2ccccc2c1=O,80,101,81,113,95,79,106,105,109
Cc1ncc(COCc2ccccc2)c(CO)c1OCc1ccccc1,110,99,115,104,104,97,110,124,109
CC(=O)c1ccc(N2CCCCC2)cc1,96,111,113,93,98,105,112,99,94
CNC(=O)NCCCCCNC(=O)NC,99,98,111,93,114,96,102,104,107
Cc1nc2ccc(Cl)cn2c1-c1nnc(SCc2ccc(Br)cc2)o1,82,96,91,102,110,82,91,113,88
COc1ccc(C(=O)NCCNc2nccc(-c3c(-c4ccc(F)cc4)nc4sccn34)n2)cc1,32,37,.,15,97,51,52,47,62
Cc1nc2ncnc3ncn1c32,92,104,94,99,88,67,94,107,104
O=c1cc(-c2ccccc2)oc2c1ccc1ccccc12,86,98,99,.,99,71,99,86,76
Oc1ccc2ccc(Cl)cc2c1,102,103,102,.,118,88,100,117,106
CCCCCCCCCCCCC(CN(C)C)C(=O)c1ccccc1 (centres undefined),73,69,76,29,62,63,99,89,74
CCOC(=O)CC1(C)NC(C(=O)O)C(C)(C)S1 (centres undefined),102,101,103,105,109,84,95,114,105
CCc1ccccc1-n1c(-c2cccs2)cc(-c2ccccc2)c(C#N)c1=O,104,108,101,111,112,101,104,109,107
O=[N+]([O-])c1ccc(NCn2c(=S)sc3ccccc32)cc1,92,96,101,104,94,77,105,98,102
O=C(Cn1c(=O)[nH]c2ccccc2c1=O)NCc1ccccc1,112,101,102,111,103,105,98,119,105
Cc1nn(-c2ccccc2)c(N)c1N=C1NC(=O)/C(=C/c2cn(-c3ccccc3)nc2-c2ccc(Cl)cc2)S1,85,95,104,101,67,85,79,94,97
# (more compounds)
SMILES,HCT-116,HCT-15,KM12,HT29,HCC-2998,SNB-75,SW-620,COLO 205,SNB-19
O=C1/C(=C\c2cccc3cccnc23)SC(=S)N1CCc1ccc(O)cc1,77,67,94,112,113,72,100,110,92
Cc1nn(-c2ccccc2)c2nc(C)n(C(=O)N/N=C/c3ccccc3)c(=O)c12,102,107,99,106,100,62,101,118,87
CCCCC(CC)CNC(=O)/C=C\C(=O)O (centres undefined),87,98,101,98,105,79,100,100,97
CN(C)CN1C(=O)c2ccccc2C1=O,89,120,104,100,.,74,94,134,101
CC(C1=C(CCN(C)C)Cc2ccccc21)c1ccccn1 (centres undefined),101,98,105,101,90,93,95,103,97
COC(=O)c1cc(-c2ccccc2)n(C(=O)CSc2nc3sc(C(N)=O)c(C)c3c(=O)n2Cc2ccccc2)n1,95,92,103,110,103,83,106,96,91
COCCN(CC(=O)N(CC(=O)N(CC(=O)O)Cc1ccccc1)CC(C)C)C(=O)CN(CC(=O)O)C(=O)CN,113,96,104,116,98,85,100,109,102
O=[N+]([O-])c1ccc(S(=O)(=O)Nc2ccc(-c3ccccc3)cc2)cc1,93,96,102,98,105,93,107,103,96
COc1cc(C(=O)c2cc(C(=O)Nc3cccc4cccnc34)c3cc(-c4ccncc4)ccn23)cc(OC)c1OC,90,102,113,97,94,90,102,118,94
Oc1[nH]c2ccccc2c1Nn1c(N=N/C=c2/ccc3c(c2)C=NN=3)n[nH]c1=S,104,115,93,19,118,67,99,31,99
O=C(Nc1ccc(I)cc1)c1cccc([N+](=O)[O-])c1O,8.1*,19,14,28,20,41,22,7.8*,17
COc1ccc(C/C(=C(\C)c2ccc(OCCN3CCCC3)cc2)c2ccc(OCCN3CCCC3)cc2)cc1,25,12,48,-58*,69,83,-35*,-26*,73
COc1ccc2c(c1)CCN1C2CCN2C(=O)CCC21 (centres undefined),104,100,101,108,104,84,106,138,102
COc1cc(Cn2ccc3c2-c2oncc2CC3)cc(OC)c1,15,27,24,15,62,-16*,18,26,44
COc1ccc2cc(C(C)C(=O)Nc3ccc(S(=O)(=O)N=C(N)N)cc3)ccc2c1 (centres undefined),93,87,106,99,.,98,111,112,112
O=c1[nH][n+](-c2ccc(Br)cc2)no1,79,33,23,90,13,77,37,56,78
CSc1nc2nc(-c3cc4ccccc4[nH]c3=O)[nH]c2c(=O)n1C,93,96,99,108,112,70,102,103,97
CCOC(=O)c1c(C)nc2c(c1N)CC(=O)N2CCc1ccccc1,7.0*,17,16,6.0*,64,80,-68*,11,22
O=C(Cn1nnc([N+](=O)[O-])n1)c1ccccc1,60,81,96,66,102,68,91,100,116
CC(C)[C@H]1NC(=O)[C@@H](CCCCn2cnnn2)NC(=O)[C@H](Cc2c[nH]c3ccccc23)NC(=O)[C@@H](Cc2ccc(O)cc2)NC(=O)[C@H](NC(=O)[C@@H](N)Cc2ccccc2)CSSC[C@H](C(=O)N[C@@H](Cc2c[nH]c3ccccc23)C(N)=O)NC1=O,111,100,98,103,98,99,92,119,103
COc1cccc(-c2nc(-c3ccc(NC(=O)OC(C)C)cc3)[nH]c2-c2ccnc(Br)c2)c1,13,4.1*,17,18,40,24,34,26,40

# Part of the list above in a different format.
SMILES	HCT-116	HCT-15	KM12	HT29	HCC-2998	SNB-75	SW-620	COLO 205	SNB-19
Cc1nn(-c2ccccc2)c(N)c1N=C1NC(=O)/C(=C/c2cn(-c3ccccc3)nc2-c2ccc(Cl)cc2)S1	85	95	104	101	67	85	79	94	97
O=C1/C(=C\c2cccc3cccnc23)SC(=S)N1CCc1ccc(O)cc1	77	67	94	112	113	72	100	110	92
Cc1nn(-c2ccccc2)c2nc(C)n(C(=O)N/N=C/c3ccccc3)c(=O)c12	102	107	99	106	100	62	101	118	87
CCCCC(CC)CNC(=O)/C=C\C(=O)O (centres undefined)	87	98	101	98	105	79	100	100	97
CN(C)CN1C(=O)c2ccccc2C1=O	89	120	104	100	.	74	94	134	101
CC(C1=C(CCN(C)C)Cc2ccccc21)c1ccccn1 (centres undefined)	101	98	105	101	90	93	95	103	97
COC(=O)c1cc(-c2ccccc2)n(C(=O)CSc2nc3sc(C(N)=O)c(C)c3c(=O)n2Cc2ccccc2)n1	95	92	103	110	103	83	106	96	91
COCCN(CC(=O)N(CC(=O)N(CC(=O)O)Cc1ccccc1)CC(C)C)C(=O)CN(CC(=O)O)C(=O)CN	113	96	104	116	98	85	100	109	102
O=[N+]([O-])c1ccc(S(=O)(=O)Nc2ccc(-c3ccccc3)cc2)cc1	93	96	102	98	105	93	107	103	96
COc1cc(C(=O)c2cc(C(=O)Nc3cccc4cccnc34)c3cc(-c4ccncc4)ccn23)cc(OC)c1OC	90	102	113	97	94	90	102	118	94
Oc1[nH]c2ccccc2c1Nn1c(N=N/C=c2/ccc3c(c2)C=NN=3)n[nH]c1=S	104	115	93	19	118	67	99	31	99
O=C(Nc1ccc(I)cc1)c1cccc([N+](=O)[O-])c1O	8.1*	19	14	28	20	41	22	7.8*	17
COc1ccc(C/C(=C(\C)c2ccc(OCCN3CCCC3)cc2)c2ccc(OCCN3CCCC3)cc2)cc1	25	12	48	-58*	69	83	-35*	-26*	73
COc1ccc2c(c1)CCN1C2CCN2C(=O)CCC21 (centres undefined)	104	100	101	108	104	84	106	138	102
COc1cc(Cn2ccc3c2-c2oncc2CC3)cc(OC)c1	15	27	24	15	62	-16*	18	26	44
COc1ccc2cc(C(C)C(=O)Nc3ccc(S(=O)(=O)N=C(N)N)cc3)ccc2c1 (centres undefined)	93	87	106	99	.	98	111	112	112
O=c1[nH][n+](-c2ccc(Br)cc2)no1	79	33	23	90	13	77	37	56	78
CSc1nc2nc(-c3cc4ccccc4[nH]c3=O)[nH]c2c(=O)n1C	93	96	99	108	112	70	102	103	97
CCOC(=O)c1c(C)nc2c(c1N)CC(=O)N2CCc1ccccc1	7.0*	17	16	6.0*	64	80	-68*	11	22
O=C(Cn1nnc([N+](=O)[O-])n1)c1ccccc1	60	81	96	66	102	68	91	100	116
CC(C)[C@H]1NC(=O)[C@@H](CCCCn2cnnn2)NC(=O)[C@H](Cc2c[nH]c3ccccc23)NC(=O)[C@@H](Cc2ccc(O)cc2)NC(=O)[C@H](NC(=O)[C@@H](N)Cc2ccccc2)CSSC[C@H](C(=O)N[C@@H](Cc2c[nH]c3ccccc23)C(N)=O)NC1=O	111	100	98	103	98	99	92	119	103
COc1cccc(-c2nc(-c3ccc(NC(=O)OC(C)C)cc3)[nH]c2-c2ccnc(Br)c2)c1	13	4.1*	17	18	40	24	34	26	40

# Outcome played no part in choosing rows (roughly 10% active in at least one column).
